# Compound activity as filed in PubChem.
# EPAC1 antag = qHTS for Antagonist of cAMP-regulated guanine nucleotide exchange factor 3 (EPAC1): primary screen; Rap guanine nucleotide exchange factor 3 (Homo sapiens), O95398; EPAC1 GEF assay, Rap1b-BODIPY-GDP exchange fluorescence; Potency, µM (highest dose often 115 µM), inactives show at the top dose activity change, negative = inhibition, hits mostly inhibitors; actives 0.14% (n = 360,000); AID 720709, 2013;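 note: potency is the fitted concentration of half-maximal effect; plate controls were vehicle for no effect and positive control for full effect; nearly all actives have a fitted effect of over 50% in size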
# Target sequence (O95398 whole entry, looked up): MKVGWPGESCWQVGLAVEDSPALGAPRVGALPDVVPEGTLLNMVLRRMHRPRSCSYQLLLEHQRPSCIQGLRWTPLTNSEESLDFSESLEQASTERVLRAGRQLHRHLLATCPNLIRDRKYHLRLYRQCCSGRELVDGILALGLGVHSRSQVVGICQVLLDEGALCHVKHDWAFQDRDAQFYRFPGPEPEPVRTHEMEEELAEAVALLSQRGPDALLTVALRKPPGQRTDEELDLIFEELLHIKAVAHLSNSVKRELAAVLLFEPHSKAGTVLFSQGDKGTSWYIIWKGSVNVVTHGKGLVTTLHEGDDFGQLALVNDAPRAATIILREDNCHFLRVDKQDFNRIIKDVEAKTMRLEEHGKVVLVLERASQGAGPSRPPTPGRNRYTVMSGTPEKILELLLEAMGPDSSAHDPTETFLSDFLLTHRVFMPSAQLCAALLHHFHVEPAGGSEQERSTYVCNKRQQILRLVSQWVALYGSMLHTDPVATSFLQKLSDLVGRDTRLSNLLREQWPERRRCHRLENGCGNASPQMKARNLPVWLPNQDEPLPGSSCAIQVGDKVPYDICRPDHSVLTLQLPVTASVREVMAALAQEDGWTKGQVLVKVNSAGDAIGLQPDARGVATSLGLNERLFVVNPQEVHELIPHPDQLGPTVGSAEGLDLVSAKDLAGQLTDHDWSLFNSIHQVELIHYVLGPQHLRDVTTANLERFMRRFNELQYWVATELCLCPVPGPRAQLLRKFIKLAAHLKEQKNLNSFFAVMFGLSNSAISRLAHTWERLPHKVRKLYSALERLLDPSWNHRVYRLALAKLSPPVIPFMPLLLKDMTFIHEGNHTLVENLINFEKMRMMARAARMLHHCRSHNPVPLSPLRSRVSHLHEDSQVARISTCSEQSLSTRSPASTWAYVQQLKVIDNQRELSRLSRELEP
# EPAC2 agonist = qHTS for Agonist of cAMP-regulated guanine nucleotide exchange factor 4 (EPAC2): primary screen; Rap guanine nucleotide exchange factor 4 (Homo sapiens), Q8WZA2; EPAC2 activation, biochemical qHTS; response scale: 100% = 6.5 mM cAMP response; Potency, µM (doses to about 154 µM), inactives show at the highest dose activation, hits mostly activators; actives 0.079% (n = 360,000); AID 720711, 2013; note: potency is the fitted concentration of half-maximal effect; nearly all actives have a fitted effect of over 50% in size
#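 EPAC2 (100 nM) mixed with Rap1B loaded with BODIPY-GDP (250 nM) plus 50 uM unlabeled GDP; compounds pinned in, 5 min RT, then read every 5 min for 30 min (ex 480, em 540 nm). Normalized to cAMP control.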
# CCT chaperon mod = High-Throughput Screening for Modulators of Cytosolic Chaperonin Activity. activity change, % (test concentration not listed), hits read low. purified chaperonin ATPase assay, HTRF ADP detection, 30 min. actives 0.3% (n = 360,000). AID 651819, 2012; in the data active = activity change below about -30%; note: % is set by controls: 0 for no effect and ±100 for the full control effect
#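 TRiC at 40 or 20 nM final (batch-dependent) in 30 mM Tris pH 7.4, 100 mM KCl, 5 mM MgCl2, 1 mM DTT, with compound at single 76 uM and 10 uM ATP, 30 min at 37 deg C. ADP detected by HTRF Transcreener, 665/615 ratio.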
# WRN inhibitor = qHTS for Inhibitors of WRN Helicase | Bifunctional 3'-5' exonuclease/ATP-dependent helicase WRN (Homo sapiens), Q14191 | WRN helicase unwinding, fluorescent forked duplex, kinetic | Potency, µM (top dose mostly 114 µM), for inactives: top-dose activity change, negative = inhibition, usual class: inhibitors | actives 0.46% (n = 360,000); note: potency is the fitted concentration of half-maximal effect; % is set by controls: 0 for no effect and ±100 for the full control effect; nearly all actives have a fitted effect of over 55% in size
#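 Kinetic red-fluorescence monitoring (525/598 nm) tracks WRN helicase activity after 100 nM fluorophore-quencher forked duplex and 2 mM ATP are added to 20 nM enzyme pretreated 15 min at room temperature with compound.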
# EPAC1 agonist = qHTS for Agonist of cAMP-regulated guanine nucleotide exchange factor 3 (EPAC1): primary screen; AID 720707, 2013; EPAC1 agonist qHTS, biochemical assay; response scale: 100% = response to 6.5 mM cAMP; Potency, µM (top dose mostly 154 µM), for the others: at the highest dose activation, most hits filed as activators; actives 0.073% (n = 360,000); note: potency is the fitted concentration of half-maximal effect; nearly all actives have a fitted effect of over 60% in size
#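 Fluorescent GDP-exchange assay: 100 nM EPAC1 with 250 nM Rap1B preloaded with BODIPY-GDP and 50 uM GDP; compounds tested as concentration series, 5 min at room temperature, then read every 5 min for 30 min (ex 480/em 540 nm); normalized to 6.5 mM cAMP.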
# IL2 activator = qHTS of IL-2 Activators; AID 652025, 2013; actives 0.065% (n = 360,000); IL-2 activation reporter assay, cell-based qHTS; stimulated with anti-CD3/CD4/CD28 beads; in transgenic mouse T cells; activation, % (series mostly up to about 46 µM); in the data active = activation above about 50%; inconclusive = mostly about 30% to 49%; note: 0% is about no effect
#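 Unstimulated transgenic mouse T cells preincubated 60 min with compound, then stimulated with anti-CD3/anti-CD4-coated beads plus anti-CD28 for 18 h at 37 degrees C. IL-2 response read as EGFP and DsRed fluorescence by plate cytometry.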
# PLK1 PBD inh = qHTS for Inhibitors of PLK1-PDB (polo-like kinase 1 - polo-box domain): Primary Screen. Serine/threonine-protein kinase PLK1 (Homo sapiens), P53350. Plk1 PBD binding of FITC phosphopeptide, fluorescence polarization. Potency, µM, for inactives: max response, negative = inhibition, most hits filed as inhibitors. actives 2.8% (n = 360,000). AID 720504, 2013; note: potency is the fitted concentration of half-maximal effect; series mostly up to about 57 µM; % is set by controls: 0 for no effect and ±100 for the full control effect; nearly all actives have a fitted effect of over 65% in size
# PI5P4K alpha inh = qHTS for Inhibitors of phosphatidylinositol 5-phosphate 4-kinase (PI5P4K); Phosphatidylinositol 5-phosphate 4-kinase type-2 alpha (Homo sapiens), P48426; PI5P4Kalpha enzyme, ADP-Glo luminescence, 60 min; active compounds read low; max response, %; actives 1.2% (n = 330,000); active = max response of -50% or lower; inconclusive = between -30% and -50%; inactive = -30% or higher; note: value at the top dose of about 77 µM; % is set by controls: 0 for no effect and ±100 for the full control effect
#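 Reactions run in 0.038 M HEPES pH 7.4, 0.28 mM EGTA, 0.1% CHAPS and 5% DMSO, with PI5P4Kalpha, substrate, compound and 5 microM ATP final, one hour at room temperature. Readout is ADP-Glo luminescence.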
# Active calls of the source: *; u = inconclusive; x = not tested or not shown; [ ] = remark or other dose. Unless noted, calls come from the whole dose curve; as a rule, active = well fitted curve in the direction sought with a large enough effect; inconclusive = small, poorly fitted or top-dose-only effect, or another doubt; inactive = no such curve, though single readings can be large; an effect the other way counts as inactive or inconclusive. Not all compounds are listed, so the mix of outcomes need not match the whole.
SMILES,EPAC1 antag,EPAC2 agonist,CCT chaperon mod,WRN inhibitor,EPAC1 agonist,IL2 activator,PLK1 PBD inh,PI5P4K alpha inh
FC(F)(F)c1cccc(Cc2noc(CN3CCC(N4CCCCC4)CC3)n2)c1,-3%,4%,1.1,-2%[57.1 µM],2%,0.5,1%,12
O=C(CSCc1cccc(F)c1)NCc1ccccc1,-20%,-10%,0.5,-11%,2%,0.9,-5%,1
Cc1ccc(S(=O)(=O)NCCC(=O)Nc2cccc(S(N)(=O)=O)c2)cc1C,-6%,15%,-0.1,-1%,7%,-2.9,-12%,-6
O=C(CCn1c(=O)[nH]c2ccccc2c1=O)N1CCN(c2ccc(Cl)cc2)CC1,-13%,-7%,-0.9,3%,2%,-3.4,-25%,-2
O=C(NCCCn1ccnc1)/C(=C/c1cccs1)NC(=O)c1ccco1,2%,5%,-2.7,-4%,8%,-0.1,-2%,7
c1ccc2c(c1)nc(NC1CCCCC1)c1nncn12,-6%,2%,-1.4,3%,-7%,-2.2,3%,-2
COc1ccc(S(=O)(=O)N(C)c2ccc(C(=O)NCCC(C)C)cc2)cc1,9%,0%,1.3,-2%,18%,4.7,-8%,x
O=C(CCCNC(=O)c1ccc(Cl)cc1)Nc1nccs1,-10%,1%,0.4,16%,-4%,0.2,-3%,5
O=S1(=O)CC(N2CCC(Cc3ccccc3)CC2)CN1C1CCCCC1 (centres undefined),u,8%,0.2,-1%,-5%,0.6,2%,1
COc1ccc(S(=O)(=O)N2CCOCC2)cc1NC(=O)Cn1nnc2ccccc2c1=O,0%,12%,-6.6,-2%,9%,-2.7,-6%,5
CCOc1ncccc1C(=O)NCCc1ccc(S(N)(=O)=O)cc1,-5%,4%,0.1,8%,1%,-0.2,-9%,-2
CCN1CCN(Cc2c(O)ccc3c(=O)c(-c4ccc(OC)c(OC)c4)c(C(F)(F)F)oc23)CC1,-18%,8%,-2.7,-6%,23%,0.2,-1%,x
COC(=O)C1CCN(c2cc(Cl)nc(N)n2)CC1,4%,-1%,2.9,-3%,5%,-0.8,7%,-22
Cc1cc(C=C2C(=O)c3ccccc3C2=O)c(C)n1-c1ccccc1,13%,9%,-2.7,-13%,5%,4.5,u,x
CCCNC(=O)NC(=O)CSc1ccc(C)cc1C,12%,7%,3.5,-12%,-8%,-0.4,-14%,0
COc1c(NC(C)=O)c2c(c([N+](=O)[O-])c1OC)C(=O)OC2,1%,1%,1.7,-15%,8%,0.3,2%,-4
CC(C)Nc1nc(-c2ccncc2)nc(-c2ccc(Cl)cc2)c1C#N,-3%,-6%,-0.9,1%[57.1 µM],7%,-0.7,u,10
O=C(Nc1ccnn1C1CCN(Cc2c[nH]c3ccccc23)CC1)c1ccccc1,11%,5%,-0.6,-5%,4%,-2.1,-11%,4
Cc1ccc(S(=O)(=O)NNC(=S)Nc2ccccc2)cc1,-7%,-4%,0.0,-3%,3%,-0.5,-9%,-15
O=[N+]([O-])c1ccc(N/N=C/c2cccnc2)cc1,-16%,23%,-0.6,-9%,3%,-0.6,-8%,-8
Cc1coc2c(C)c3oc(=O)c(CCC(=O)N[C@H](C(=O)O)C(C)C)c(C)c3cc12,-23%,0%,0.4,-11%,-10%,1.0,2%,4
COc1cc(-c2nc(=S)[nH][nH]2)cc(OC)c1OC,11%,-1%,1.3,u,-3%,-0.2,-16%,-79*
CCNc1ccc(C(=O)OCC(=O)NCc2ccc(C)cc2)cc1[N+](=O)[O-],-15%,-4%,-1.0,2%,-13%,-1.6,1%,-5
CCOc1ccc2nc(SCC(=O)N3CCCc4ccccc43)sc2c1,0%,15%,-0.2,-11%,3%,-1.3,-4%,6
COc1ccc(CN2C(=O)C(CC(=O)NCCN3CCOCC3)CC(C(=O)N(C)C)=C2C)cc1 (centres undefined),-8%,10%,0.9,5%,-9%,-0.5,-5%,-12
COc1ccc(C(=O)COC(=O)CNS(=O)(=O)c2ccc(C)cc2)cc1,14%,-1%,-6.6,-19%[57.1 µM],-2%,-0.5,5%,2
COc1cc(CSc2nnnn2-c2ccc(C)cc2)cc(OC)c1OC,-10%,15%,0.3,-4%,14%,-3.5,-6%,x
C=CC[C@@H](CC(=O)NCCO)C(=O)N[C@@H](COC(=O)[C@@H](CC=C)CC(=O)OC(C)(C)C)Cc1c[nH]c2ccccc12,-5%,-1%,0.2,-4%,-27%,-1.0,2%,1
CC(C)=CCC[C@H](C)C[C@@H]1Cc2[nH][nH]c(=O)c2[C@H](c2ccc(F)cc2)O1,u,-16%,1.1,-10%,-32%[inhibitor],-1.1,u,-23
S=c1[nH]nc(Nc2ccc(Cl)cc2)s1,-10%,13%,-3.0,-9%,8%,1.0,13µM*,-73*
CCOc1ccc(NC(=O)CC2C(=O)N(c3ccccc3)C(=S)N2Cc2ccccn2)cc1 (centres undefined),8%,0%,1.7,-11%,6%,-3.1,-13%,3
Cc1c(OCC(=O)NCc2ccncc2)ccc2c3c(c(=O)oc12)CCC3,-3%,3%,-1.5,2%,4%,3.1,1%,0
CC(NC(=O)c1ccco1)C(=O)OC(C)C(=O)NCc1ccccc1 (centres undefined),-19%,10%,-1.8,1%,2%,0.0,-8%,-3
CCN1CCCC1CNC(=O)c1ccc(CS(=O)(=O)c2ccccc2C)o1 (centres undefined),0%,-1%,-0.3,-12%,6%,0.3,-7%,1
CCC(C)(C)n1nnnc1C(c1ccc(C)cc1)N1CCCC1 (centres undefined),8%,1%,-0.4,2%,-2%,0.9,0%,x
N#CC(c1nc2ccccc2nc1N1CCCC1)S(=O)(=O)c1ccccc1 (centres undefined),-5%,-8%,-0.8,-22%,9%,-0.1,-24%,u
CC(O)(c1ccc(F)c(F)c1)c1nc(-c2ccc(F)c(Cl)c2)cs1 (centres undefined),-13%,9%,-0.5,-7%,-11%,-0.3,-4%,29
COC(CNC(=O)c1ccc2nc(-c3ccccc3)c(-c3ccccc3)nc2c1)OC,-25%,5%,0.2,-32%,2%,2.2,u,-4
Cc1ccc2oc(=O)cc(CN3CCOCC3)c2c1,0%,2%,0.3,-23%[57.1 µM],-2%,-3.0,-2%,3
CN(C(=O)CC1C(=O)NCCN1Cc1c(F)cccc1Cl)C1CCOCC1 (centres undefined),13%,-3%,1.4,-29%,-8%,-2.7,-27%,0

# Another view of 13 compounds above.
compound	EPAC1 antag	EPAC2 agonist	CCT chaperon mod	WRN inhibitor	EPAC1 agonist	IL2 activator	PLK1 PBD inh	PI5P4K alpha inh
COc1ccc(C(=O)COC(=O)CNS(=O)(=O)c2ccc(C)cc2)cc1	14%	-1%	-6.6	-19%[57.1 µM]	-2%	-0.5	5%	2
COc1cc(CSc2nnnn2-c2ccc(C)cc2)cc(OC)c1OC	-10%	15%	0.3	-4%	14%	-3.5	-6%	x
C=CC[C@@H](CC(=O)NCCO)C(=O)N[C@@H](COC(=O)[C@@H](CC=C)CC(=O)OC(C)(C)C)Cc1c[nH]c2ccccc12	-5%	-1%	0.2	-4%	-27%	-1.0	2%	1
CC(C)=CCC[C@H](C)C[C@@H]1Cc2[nH][nH]c(=O)c2[C@H](c2ccc(F)cc2)O1	u	-16%	1.1	-10%	-32%[inhibitor]	-1.1	u	-23
S=c1[nH]nc(Nc2ccc(Cl)cc2)s1	-10%	13%	-3.0	-9%	8%	1.0	13µM*	-73*
CCOc1ccc(NC(=O)CC2C(=O)N(c3ccccc3)C(=S)N2Cc2ccccn2)cc1 (centres undefined)	8%	0%	1.7	-11%	6%	-3.1	-13%	3
Cc1c(OCC(=O)NCc2ccncc2)ccc2c3c(c(=O)oc12)CCC3	-3%	3%	-1.5	2%	4%	3.1	1%	0
CC(NC(=O)c1ccco1)C(=O)OC(C)C(=O)NCc1ccccc1 (centres undefined)	-19%	10%	-1.8	1%	2%	0.0	-8%	-3
CCN1CCCC1CNC(=O)c1ccc(CS(=O)(=O)c2ccccc2C)o1 (centres undefined)	0%	-1%	-0.3	-12%	6%	0.3	-7%	1
CCC(C)(C)n1nnnc1C(c1ccc(C)cc1)N1CCCC1 (centres undefined)	8%	1%	-0.4	2%	-2%	0.9	0%	x
N#CC(c1nc2ccccc2nc1N1CCCC1)S(=O)(=O)c1ccccc1 (centres undefined)	-5%	-8%	-0.8	-22%	9%	-0.1	-24%	u
CC(O)(c1ccc(F)c(F)c1)c1nc(-c2ccc(F)c(Cl)c2)cs1 (centres undefined)	-13%	9%	-0.5	-7%	-11%	-0.3	-4%	29
COC(CNC(=O)c1ccc2nc(-c3ccccc3)c(-c3ccccc3)nc2c1)OC	-25%	5%	0.2	-32%	2%	2.2	u	-4

# (next part)
SMILES,EPAC1 antag,EPAC2 agonist,CCT chaperon mod,WRN inhibitor,EPAC1 agonist,IL2 activator,PLK1 PBD inh,PI5P4K alpha inh
COc1cc(CNn2nnnc2N)ccc1OCc1c(Cl)cccc1Cl,15%,5%,-1.3,2%,4%,-2.7,0%,x
Cc1c(Cl)cnc(NC(=O)COC(=O)[C@@H](NC(=O)c2ccco2)C(C)C)c1Cl,-13%,-1%,-0.3,-8%[11.6 µM],-15%,1.4,u,u
O=c1c(Br)c(N2CCCC2)cnn1-c1ccccc1,10%,0%,-6.0,-27%[57.1 µM],-10%,0.4,-1%,9
CC(C)(C)N(NC(=O)Nc1ccc(Cl)c(Cl)c1)C(=O)c1ccccc1,-1%,-10%,-11,-14%,-10%,0.5,-2%,-3
Cc1ccc2nc(SCC(=O)NC3CCCC3)nc(=O)n2c1,-15%,-2%,-1.3,-4%,2%,-0.7,-3%,8
O=C(CNC(=O)c1ccccc1F)OCC(=O)c1c[nH]c2ccccc12,4%,-5%,-0.1,2%,7%,1.3,-4%,5
